Pemphigus Ab inh – inhibitors of pemphigus antibody binding to DSG3, primary screen, biochemical, bead-based, flow cytometry, scFv-GFP | AID 588358, 2011 | DSG3-coupled beads, scFv-anti-DSG3-GFP binding; hits give low values | 310,000 tested, 0.48% active | binding (percent of control), % at 10 µM;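 active = binding more than 3 SD below its plate's average and above zero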;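 note: hits lower antibody fragment binding to DSG3; some compounds called inactive have numbers as strong as hits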
AddAB inh – growth inhibition of E. coli expressing H. pylori AddAB, primary screen, AddAB inhibitor project, absorbance. inhibition, % at 11.9 µM. 330,000 tested, 0.29% active; in the data active = inhibition above about 12%;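 note: 0% = vehicle wells of infected cells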
Mot1-301 SUMO – yeast Mot1-301 growth rescue at high temperature, primary screen, SUMOylation pathway inhibitor project, S. cerevisiae, ATP luminescence, 38.5C. growth rescue, % at 18.8 µM. 320,000 tested, 1% active. S. cerevisiae Mot1-301 growth rescue; percent above DMSO median, 100 means doubled. AID 2716, 2010;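 active = every valid replicate shows activation above 250% relative to neutral control wells; inactive = the rest, any valid replicate at or below 250%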;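 note: OY570 slx delta 5 strain wells were the positive control but not used for scaling; some compounds called inactive have numbers as strong as hits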
PfHsp90 yeast 2 – growth inhibition of PfHsp90-expressing yeast, primary screen, antimalarial PfHsp90 inhibitor project, S. cerevisiae, BacTiter-Glo luminescence, single point, set 2; 310,000 tested, 0.32% active; inhibition, % at 9.4 µM; BacTiter-Glo ATP, 48 h; yeast lacking PDR1 and PDR3 efflux regulators; AID 504621, 2011;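 active = every replicate shows inhibition above about 80%, whatever the replicate mean, limit read from the data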;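 note: 0% = DMSO neutral controls and 100% = 20 µM radicicol positive controls; yeast relying on Plasmodium falciparum Hsp90 in place of its own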
MOR-DOR inv ag – inverse agonists of MOR-DOR heterodimerization, primary screen, cell-based, luminescence | cell-based MOR-DOR heterodimer luminescence, inverse agonism | 340,000 tested, 0.21% active | Mu-type opioid receptor (Homo sapiens) + Delta-type opioid receptor (Homo sapiens), … | inhibition, % at 9.3 µM; in the data active = inhibition above about 22%, passing the limit was not always enough;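 note: 0% = cells with DMSO and 100% = wells without cells with DMSO; values of inactives mirror those of a sister screen read the other way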
Target sequence (P35372 whole entry, looked up): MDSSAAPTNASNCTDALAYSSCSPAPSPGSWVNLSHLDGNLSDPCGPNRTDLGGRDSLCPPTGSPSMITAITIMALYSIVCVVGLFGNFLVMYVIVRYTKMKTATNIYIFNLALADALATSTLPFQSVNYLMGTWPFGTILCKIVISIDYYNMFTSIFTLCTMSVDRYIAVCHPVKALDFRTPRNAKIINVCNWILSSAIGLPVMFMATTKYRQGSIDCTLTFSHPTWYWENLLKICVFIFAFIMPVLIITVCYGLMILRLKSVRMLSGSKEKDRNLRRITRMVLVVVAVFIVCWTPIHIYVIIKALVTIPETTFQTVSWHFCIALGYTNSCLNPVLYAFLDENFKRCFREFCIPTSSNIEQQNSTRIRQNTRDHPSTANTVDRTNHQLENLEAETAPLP
Target sequence (P41143 whole entry, looked up): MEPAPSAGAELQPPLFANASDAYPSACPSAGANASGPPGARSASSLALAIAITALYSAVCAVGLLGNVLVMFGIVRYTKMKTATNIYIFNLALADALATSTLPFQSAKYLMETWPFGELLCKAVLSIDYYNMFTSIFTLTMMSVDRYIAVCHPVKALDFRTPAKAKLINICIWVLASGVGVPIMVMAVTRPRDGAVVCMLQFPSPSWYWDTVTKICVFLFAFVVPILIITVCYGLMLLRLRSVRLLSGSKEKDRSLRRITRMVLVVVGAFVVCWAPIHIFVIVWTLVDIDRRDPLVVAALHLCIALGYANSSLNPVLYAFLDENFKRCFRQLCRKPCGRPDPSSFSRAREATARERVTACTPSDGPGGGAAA
OPRM1-OPRD1 ag – agonists of OPRM1-OPRD1 heterodimerization, primary screen, cell-based, luminescence. cells. activation, % at 9.3 µM. 340,000 tested, 0.3% active. AID 504326, 2011; in the data active = activation above about 18%;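 note: 0% = vehicle-treated cells and 100% = reference agonist; values of inactives mirror those of a sister screen read the other way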
E coli growth – E. coli V3065 growth inhibition, primary screen, counter-screen for AddAB inhibitor project, absorbance, OD600 | 18 h | inhibition, % at 11.9 µM | 330,000 tested, 0.27% active | AID 449728, 2010;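 active = inhibition above the campaign's mean inhibition across all tested compounds plus 3 SD, cut at about 9.9% in these data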;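 note: uninfected addAB+ strain grown without phage in ampicillin broth; 0% = DMSO wells and 100% = ciprofloxacin 0.95 µg/ml wells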
Tat export inh – E. coli Tat export inhibitors, primary screen, MC4100, TorA-mCherry reporter, fluorescence, single point. inhibition, % at 10 µM. 340,000 tested, 0.036% active;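 active = mean replicate inhibition at least 50% and at least half of replicates individually reaching 50%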;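 note: exported cargo escapes ClpAP degradation while cytoplasmic cargo is degraded and loses fluorescence; 0% = median of neutral control wells and 100% = median of NaSCN control wells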
phage Ecoli inh – growth loss of phage-infected E. coli, primary screen, RecBCD inhibitor project, absorbance, with phage, HTS; 360,000 tested, 0.26% active; AID 651602, 2012; inhibition, % at 11.9 µM; in the data active = inhibition above about 11%
Arrestin-AP2 inh – inhibitors of beta-arrestin/AP2 binding, primary screen, biochemical, GPCR trafficking, flow cytometry; FITC-arrestin peptide / GST-AP2 beads; AP2 beta2 appendage carries R879A mutation; inhibition, % at 10 µM; 340,000 tested, 0.31% active;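 active = inhibition above a set limit, near 3 SD of compounds lacking own fluorescence, cut at about 54% in these data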;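 note: plate controls were DMSO wells for no effect and 5 µM unlabelled arrestin peptide for full effect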
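test system = AP2 appendage R879A on GSH beads | buffer or medium = PBS plus Tween 20 (0.05%) and BSA (0.1%) | incubation = 12 min plus 1 h, RT | detection = bead flow cytometry, FITC channel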
PKA-R1A activ – activators of PKA-R1A holoenzyme, primary screen, biochemical, fluorescence polarization, Cy5-IP20, bovine R1A, mouse PKAc | PKA-R1A dissociation; scaled: DMSO 0%, 113 µM cGMP 100% | activation, % at 11.4 µM | cAMP-dependent protein kinase type I-alpha regulatory subunit (Bos taurus) + … | AID 504707, 2011 | 340,000 tested, 0.083% active;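 active = percent activation above the mean of all tested compounds plus 3 SD, cut at about 19% in these data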;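 note: higher means more PKAc released from R1A so a rise in polarization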
* marks the source's active call; other numbers are inactive results; nt = no result given.

SMILES,Pemphigus Ab inh,AddAB inh,Mot1-301 SUMO,PfHsp90 yeast 2,MOR-DOR inv ag,OPRM1-OPRD1 ag,E coli growth,Tat export inh,phage Ecoli inh,Arrestin-AP2 inh,PKA-R1A activ
O=C(CSc1ccc2nnc(-c3cccc(F)c3)n2n1)NCc1ccco1,109,0.5,426,-3,3,-0.6,-1.6,-5,1.0,14,5
COc1cc(/C=C/C(=O)c2c(O)cc(C)oc2=O)cc(OC)c1O,nt,0.9,-18,nt,-53,9.1,-1.1,4,0.3,3,-4
COCCCNCc1cc(C)n(-c2cc(S(=O)(=O)N3CCOCC3)ccc2N2CCCC2)c1C,103,nt,nt,6,15,-4.0,nt,-3,-0.5,-1,12
O=C(CSc1ncn[nH]1)NCCC(c1ccccc1)c1ccccc1,105,1.4,13,nt,18,-3.7,-1.3,-7,-0.6,-4,7
Cc1ccc(NC(=O)Nc2ccc(Cl)c(Cl)c2)nc1,97,0.4,-6,8,-12,2.5,0.4,-7,-0.5,30,2
CCc1c(C)nc2cc(-c3ccc(Cl)cc3)[nH]n2c1=O,111,4.7,0,5,-5,1.0,0.1,1,2.9,30,3
CCOC(=O)C1=C(C)NC(=O)NC1/C=C/c1ccccc1 (centres undefined),101,-0.9,1,10,12,-2.1,-0.6,1,4.2,-8,-2
COc1cccc(NC(=O)CSc2nc3ccccc3n2C)c1,112,1.5,5,6,12,-1.7,-2.1,5,3.7,4,-6
O/N=C\c1cnc(N2CCN(c3ccccc3)CC2)s1,92,-1.4,-5,3,3,-0.6,-1.3,10,2.4,0,-5
CCOC(=O)COc1ccc(S(=O)(=O)Nc2ccc3c(c2)OCCO3)cc1,94,0.4,-25,7,-19,3.0,0.7,-15,-1.2,-1,-13
CN1C(=O)C2C(c3ccc(N(C)C)cc3)NN(Cc3ccccc3)C2C1=O (centres undefined),109,2.6,-15,31,3,-0.5,-0.2,3,2.1,16,5
COc1ccc(-c2nnc3c4ccccc4c(C)nn23)cc1S(=O)(=O)N1CCN(CCO)CC1,nt,-1.6,11,-13,21,-4.0,-0.2,-5,3.1,9,-10
CC(C)(C)NC(=O)COc1ccc2oc3c(c2c1)CCCC3,96,0.6,6,-38,-37,5.8,0.9,9,-0.1,1,-1
Cc1c(NS(=O)(=O)c2ccc(C(=O)NCc3ccccc3)cc2)c(=O)n(-c2ccccc2)n1C,112,3.8,-5,nt,-5,1.1,1.3,-4,0.2,4,-2
O=C(CN1CCN(c2ccccc2)CC1)Nc1ccc2c(c1)CCC2,108,-2.0,9,-20,-1,0.1,0.9,3,4.1,-2,3

Some of the entries so far, with two lines to a compound:
Under each structure – Pemphigus Ab inh | AddAB inh | Mot1-301 SUMO | PfHsp90 yeast 2 | MOR-DOR inv ag | OPRM1-OPRD1 ag | E coli growth | Tat export inh | phage Ecoli inh | Arrestin-AP2 inh | PKA-R1A activ
COCCCNCc1cc(C)n(-c2cc(S(=O)(=O)N3CCOCC3)ccc2N2CCCC2)c1C
    103 | nt | nt | 6 | 15 | -4.0 | nt | -3 | -0.5 | -1 | 12
O=C(CSc1ncn[nH]1)NCCC(c1ccccc1)c1ccccc1
    105 | 1.4 | 13 | nt | 18 | -3.7 | -1.3 | -7 | -0.6 | -4 | 7
Cc1ccc(NC(=O)Nc2ccc(Cl)c(Cl)c2)nc1
    97 | 0.4 | -6 | 8 | -12 | 2.5 | 0.4 | -7 | -0.5 | 30 | 2
CCc1c(C)nc2cc(-c3ccc(Cl)cc3)[nH]n2c1=O
    111 | 4.7 | 0 | 5 | -5 | 1.0 | 0.1 | 1 | 2.9 | 30 | 3
CCOC(=O)C1=C(C)NC(=O)NC1/C=C/c1ccccc1 (centres undefined)
    101 | -0.9 | 1 | 10 | 12 | -2.1 | -0.6 | 1 | 4.2 | -8 | -2
COc1cccc(NC(=O)CSc2nc3ccccc3n2C)c1
    112 | 1.5 | 5 | 6 | 12 | -1.7 | -2.1 | 5 | 3.7 | 4 | -6
O/N=C\c1cnc(N2CCN(c3ccccc3)CC2)s1
    92 | -1.4 | -5 | 3 | 3 | -0.6 | -1.3 | 10 | 2.4 | 0 | -5
CCOC(=O)COc1ccc(S(=O)(=O)Nc2ccc3c(c2)OCCO3)cc1
    94 | 0.4 | -25 | 7 | -19 | 3.0 | 0.7 | -15 | -1.2 | -1 | -13
CN1C(=O)C2C(c3ccc(N(C)C)cc3)NN(Cc3ccccc3)C2C1=O (centres undefined)
    109 | 2.6 | -15 | 31 | 3 | -0.5 | -0.2 | 3 | 2.1 | 16 | 5
COc1ccc(-c2nnc3c4ccccc4c(C)nn23)cc1S(=O)(=O)N1CCN(CCO)CC1
    nt | -1.6 | 11 | -13 | 21 | -4.0 | -0.2 | -5 | 3.1 | 9 | -10

(next part)
SMILES,Pemphigus Ab inh,AddAB inh,Mot1-301 SUMO,PfHsp90 yeast 2,MOR-DOR inv ag,OPRM1-OPRD1 ag,E coli growth,Tat export inh,phage Ecoli inh,Arrestin-AP2 inh,PKA-R1A activ
CCN(C(=O)c1cc2c(C)nc3ccccc3c2o1)c1cc(Cl)ccc1OC,104,-3.9,7,-33,6,-1.2,-1.5,10,1.2,-14,1
COC(=O)c1ccccc1NC(=O)c1cc(-c2cccs2)on1,131,1.6,-16,nt,10,-1.7,0.6,-9,2.3,-6,-6
CC(C)[C@H](NC(=O)C1CC(=O)N(c2ccc3c(c2)OCO3)C1)C(=O)NC1CCCC1 (some centres undefined),nt,1.9,1,3,16,-3.1,-1.1,-4,0.0,5,-11
O=C(NCc1ccc(OC(F)(F)F)cc1)C1CC(c2ccc(C(F)(F)F)cc2)=NO1 (centres undefined),107,0.2,-4,-3,-15,2.7,2.6,1,2.8,2,-6
Cc1ccc(S(=O)(=O)N2CCOCC2)cc1NC(=O)COC(=O)/C=C/c1ccc(F)cc1,nt,-1.2,0,6,7,-1.5,-1.7,-3,3.0,7,8
Cc1ccc(C2=NN(C(=O)c3ccco3)C(O)(C(F)(F)F)C2)cc1 (centres undefined),100,0.3,nt,11,-35,6.8,0.1,5,3.8,-8,-5
COCCC(=O)N1CCCC(C(=O)c2ccc(Oc3ccccc3)cc2)C1 (centres undefined),100,1.6,-11,-28,8,-1.7,-2.1,5,4.2,-10,-7
CC(OC(=O)c1ccncc1)C(=O)NC1CCCC1 (centres undefined),101,1.3,-13,6,1,-0.2,-0.5,0,2.7,8,-4

An unsorted share of the library; overall some 2.8% were active at least once.
